Source: PubChem
ELG1 DNA repair = qHTS screen for small molecules that inhibit ELG1-dependent DNA repair in human embryonic kidney (HEK293T) cells expressing luciferase-tagged ELG1; HEK293T ELG1-luciferase reporter, luminescence, 16 h; DNA damage induced by 5-fluorouridine; Potency, µM (doses to about 46.1 µM), for the others: top-dose activity change, negative = inhibition, hits mostly inhibitors; hit rate 2.3% among 330,000; AID 504467, 2011; further: potency means the concentration at half of the fitted maximal effect; on the % scale 0 is the no-effect control and ±100 the full control effect; nearly all actives have a fitted effect of over 55% in size
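5-Fluorouridine DNA damage + compound/DMSO, 2,000 cells/well, 16 h, 37 °C/5% CO2. ONE-Glo, 30 min RT, luminescence. Readout = decrease in reporter signal.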
TCR activator = Activators of T cell receptors: qHTS campaign; primary human leukocytes, anti-CD3, IL-2 HTRF, 48 h; Potency, µM (top dose mostly 9.22 µM), without a hit: top-dose activation of IL-2 secretion, usual class: activators; 330,000 tested, under 10 active; AID 504894, 2011; further: % of control where 0% means no effect
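Using a-CD3 beads without co-stimulation, primary human leukocytes were exposed to compounds for 48 hr. An HTRF IL-2 kit measured the cytokine, with europium-to-d2 energy transfer producing emission at 665nm upon 320nm excitation.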
PTAP TSG101 blk = qHTS Assay for Iinhibitors of HIV-1 Budding by Blocking the Interaction of PTAP/TSG101. Tumor susceptibility gene 101 protein (Homo sapiens), Q99816. Fluorescence polarization, FITC-PTAP peptide / Tsg101 binding. Potency, µM (series often up to 115 µM), for inactives: at the highest dose activity change, negative = inhibition, actives largely listed as inhibitors. 340,000 tested, under 10 active; active means well fitted inhibition curve with a large enough effect in the main read-out, with a control signal flat, not every such curve was filed as active; inconclusive means small, poorly fitted or top-dose-only effect, or effect the other way, or a change in a side signal; inactive means no such curve, though single readings can be large or run the other way; further: potency means the concentration at half of the fitted maximal effect; % of control where 0% means no effect
Target sequence (Q99816 whole entry, looked up): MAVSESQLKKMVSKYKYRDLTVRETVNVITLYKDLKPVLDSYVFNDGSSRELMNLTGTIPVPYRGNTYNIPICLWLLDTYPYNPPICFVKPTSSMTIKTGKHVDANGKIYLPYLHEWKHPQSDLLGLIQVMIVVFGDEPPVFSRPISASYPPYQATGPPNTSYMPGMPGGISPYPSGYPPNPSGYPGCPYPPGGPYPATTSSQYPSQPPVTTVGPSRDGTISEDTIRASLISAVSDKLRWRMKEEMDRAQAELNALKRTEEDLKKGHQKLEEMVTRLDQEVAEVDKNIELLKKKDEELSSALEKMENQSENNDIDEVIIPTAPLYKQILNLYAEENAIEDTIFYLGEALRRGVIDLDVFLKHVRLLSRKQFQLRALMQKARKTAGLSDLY
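Compounds were pin-transferred onto Tsg101 binding domain (10 uM final) in HEPES pH 7.5 buffer, then FITC-PTAP peptide was added at 50 nM final. After 20 min at RT, polarization reported peptide displacement across a qHTS concentration series.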
a7 integrin act = qHTS for Activators of Integrin-Mediated Alleviation for Muscular Dystrophy | alpha7betagal myoblasts, beta-gal FDG fluorescence, 48 h | Potency, µM (highest dose often 38.3 µM), without a hit: at the top dose activation, hits mostly activators | hit rate 0.064% among 350,000 | AID 624291, 2012;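 further: potency means the concentration at half of the fitted maximal effect; 100% = response of the positive control SU9516; nearly all actives have a fitted effect of over 60% in size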
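Alpha7betagal+/- myoblasts (passage 13) were plated 16-24 hr, then exposed to compounds (1:260 dilution of DMSO stock) for 48 hours at 37C. After MPER lysis, β-galactosidase reporter activity was read as FDG fluorescence (ex 480/em 540) after 30 minutes.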
A-T KAP1 phos = qHTS Assay for Identifying a Potential Treatment of Ataxia-Telangiectasia; […] A-T fibroblasts, KAP-1 phosphorylation AlphaLISA; neocarzinostatin DNA damage 30 min before lysis; Potency, µM (doses to about 57.5 µM), for inactives: at the highest dose activation, usual class: activators; hit rate 0.19% among 320,000; further: potency means the concentration at half of the fitted maximal effect; % of control where 0% means no effect; nearly all actives have a fitted effect of over 45% in size
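ATM-like activity read as KAP-1 phosphorylation via AlphaLISA donor/acceptor antibody pairs after lysis and 6 hr at 25C. Cells were ATM-null patient fibroblasts ([…], hTERT), dosed 60 min, then exposed to the DSB inducer NCS for 30 min.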
Tb PFK inh = qHTS Assay to Find Inhibitors of T. brucei phosphofructokinase | ATP-dependent 6-phosphofructokinase (Trypanosoma brucei brucei), O15648 | T. brucei PFK, ADP-Glo luminescence | Potency, µM (highest dose often 57.5 µM), for the others: at the top dose activity, negative = inhibition, hits mostly inhibitors | hit rate 0.17% among 330,000 | AID 485367, 2010;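 further: potency means the concentration at half of the fitted maximal effect; 0% = uninhibited 1x PFK enzyme wells and -100% = no-enzyme wells; nearly all actives have a fitted effect of over 60% in size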
Target sequence (O15648 whole entry, looked up): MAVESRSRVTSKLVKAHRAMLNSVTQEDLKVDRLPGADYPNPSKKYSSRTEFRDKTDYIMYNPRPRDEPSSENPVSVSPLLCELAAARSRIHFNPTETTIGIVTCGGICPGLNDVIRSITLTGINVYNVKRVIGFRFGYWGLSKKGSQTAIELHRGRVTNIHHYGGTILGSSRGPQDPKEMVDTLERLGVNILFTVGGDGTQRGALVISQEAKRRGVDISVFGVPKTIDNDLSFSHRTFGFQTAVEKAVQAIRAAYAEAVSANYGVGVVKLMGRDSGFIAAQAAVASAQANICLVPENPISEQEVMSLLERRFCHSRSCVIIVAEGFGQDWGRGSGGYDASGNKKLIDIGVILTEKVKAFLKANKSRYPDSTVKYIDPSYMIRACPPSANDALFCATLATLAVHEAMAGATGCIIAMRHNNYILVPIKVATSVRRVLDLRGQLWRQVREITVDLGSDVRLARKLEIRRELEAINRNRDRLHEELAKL
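1.25 nM PFK with 0.5 mM F6P and 0.1 mM ATP in 0.1 M TEA pH 8.0, 5 mM MgCl2, incubated 45 min at room temperature; ADP measured by ADP-Glo luminescence; compounds titrated up to 57 uM.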
Eya2 inh = qHTS Assay for Inhibitors of the Phosphatase Activity of Eya2 | Protein phosphatase EYA2 (Homo sapiens), O00167 | recombinant Eya2, OMFP fluorescence dephosphorylation (OMFP is methylfluorescein phosphate) | Potency, µM (highest dose often 76.9 µM), for inactives: top-dose activity, negative = inhibition, actives largely listed as inhibitors | hit rate 0.006% among 330,000 | AID 488837, 2010; further: potency means the concentration at half of the fitted maximal effect; on the % scale 0 is the no-effect control and ±100 the full control effect
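Eya2 (0.2 uM) preincubated 10 min at ambient with compound, then OMFP substrate added at 50 uM; 10 min reaction in 50 mM HEPES pH 7.5, 50 mM NaCl, 5 uM MgCl2, 0.05% BSA, 1 mM DTT. Fluorescence read at Ex 485/Em 525 nm.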
Mito fusion act = qHTS Assay for Small Molecule Inhibitors of Mitochondrial Division or Activators of Mitochondrial Fusion; hit rate 0.23% among 320,000; Potency, µM (doses to about 46.1 µM), for inactives: at the top dose growth rescue (activation), most hits filed as activators; S. cerevisiae fusion-defective mutant growth rescue, CellTiterGlo 48 h;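 further: potency means the concentration at half of the fitted maximal effect; % of control where 0% means no effect; nearly all actives have a fitted effect of over 45% in size; temperature-sensitive fusion mutants such as fzo1-1 at 37 °C on non-fermentable ethanol glycerol medium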
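Luminescent cell viability in 1536-well qHTS format served as the measure of rescued growth in ts fusion-mutant S. cerevisiae cultured on non-fermentable YPEG for 48 hours at 37C.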
BCR signal inh = qHTS Assay to Find Inhibitors of Chronic Active B-Cell Receptor Signaling; ABC-DLBCL IkBa-CBG/CBR reporter, luminescence ratio, 4 h; Potency, µM (titrated, usually from 46.1 µM), inactives show at the top dose ratio change, negative = lower green/red ratio, hits mostly inhibitors; hit rate 0.05% among 340,000; AID 493014, 2011; active means well fitted inhibition curve with a large enough effect in the signal ratio, with a control signal flat, not every such curve was filed as active; inconclusive means small, poorly fitted or top-dose-only effect, or effect the other way, or a change in a side signal; the % refers to the signal ratio;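 further: potency means the concentration at half of the fitted maximal effect; plate controls were basal doxycycline-induced cells for no effect and cells given 10 µM MG132 for full effect; MG132 reads +100%, hits lower the ratio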
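Compounds up to 46 uM were incubated four hours with TMD8 cells whose green CBG68 luciferase is fused to IkappaBalpha; red CBR luminescence normalised the signal, and concentration-effect curves were fitted to fusion, red and ratio data.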
ASM inhibitor = Inhibitors of Secretory Acid Sphingomyelinase (S-ASM): qHTS. Sphingomyelin phosphodiesterase (Homo sapiens), P17405. placental ASM, HMU-PC fluorogenic substrate, 60 min. Potency, µM (highest dose often 57.5 µM), inactives show at the top dose activity change, negative = inhibition, most hits filed as inhibitors. hit rate 0.006% among 340,000. AID 504937, 2011; further: potency means the concentration at half of the fitted maximal effect
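Human placenta-derived ASM preincubated with compound 10 min at room temperature, then reacted with 9 uM (final) fluorogenic HMU-PC substrate for 60 min at 37 C. Stop solution raises pH to 10; fluorescence read at Ex 386/Em 447 nm.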
TSHR antag = Antagonists of the Thyroid Stimulating Hormone Receptor: HTS campaign; Thyrotropin receptor (Homo sapiens), P16473; TSHR-expressing cells, TSH-stimulated cAMP HTRF, 2 h; hits give low values; activity change, negative = inhibition, % at 11.5 µM; hit rate 0.2% among 330,000; AID 504810, 2011;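 active means activity change below a set negative limit, meaning inhibition stronger than a set level, cut at about -70% in these data; inconclusive means activity change between two set negative limits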; further: on the % scale 0 is the no-effect control and ±100 the full control effect
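Inhibition of cAMP made by TSHR-expressing cells under TSH stimulation (4nM final, EC80; 2 h, 37 deg C) is quantified with a one-step lysis HTRF kit, anti-cAMP cryptate versus cAMP-d2.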
Active calls of the source: *; ? = inconclusive; . = not tested or not shown; [ ] = remark or other dose. Unless noted, the call rests on the fitted dose curve; in most records, active means well fitted curve in the direction sought with a large enough effect; inconclusive means small, poorly fitted or top-dose-only effect, or another doubt; inactive means no such curve, though single readings can be large; an effect the other way counts as inactive or inconclusive.

Order of results – ELG1 DNA repair	TCR activator	PTAP TSG101 blk	a7 integrin act	A-T KAP1 phos	Tb PFK inh	Eya2 inh	Mito fusion act	BCR signal inh	ASM inhibitor	TSHR antag
COC(=O)c1cc(=O)n(Cc2ccc(F)cc2)c(=Nc2ccccc2)s1
→ ?	-3%	-7%	?	5%	-3%	-4%	24%	?	-13%	-4
Cc1cc(NC(=O)CSc2nnc(-c3ccccc3Cl)o2)no1
→ ?	0%	-5%	0%	4%	1%	2%	-4%	-9%	-2%	-5
NS(=O)(=O)c1ccc(N/N=C/c2ccc(O)c(O)c2O)c([N+](=O)[O-])c1
→ 0%	2%	-10%	-43%	-10%	?	-9%	-7%	22%	-5%	1
COc1ccc(Nc2oc(COc3ccc(OC)cc3)nc2C#N)cc1
→ ?	-1%[46.1 µM]	-2%	0%	.	-6%	-8%	17%	-14%	?	6
CCNC(=O)C(=O)Nc1ccc(OC)c(Cl)c1
→ ?	-8%	0%	41%	-1%	-2%	15%	22%	?	-2%	-4
S=c1[nH]nc(-c2cc(-c3ccccc3)n[nH]2)n1/N=C/c1c(Cl)cccc1Cl
→ ?	-4%	4%	-20%	-1%	-14%	-12%	0%	?	-1%	-12
CCn1c(SCC(=O)Nc2ccc3c(c2)OCCO3)nc2c(c1=O)SC(C)C2 (stereo not given)
→ 1%	9%	0%	-17%	4%	2%	6%	-2%	?	2%	0
CC(=O)NC(Cc1cccc(F)c1)C(=O)NC1CCN(C(=O)c2cccc(C)c2)CC1 (stereo not given)
→ 1%	-6%	-5%	-1%	-2%	5%	2%	6%	-21%	2%	-9
O=C(CC1NCCc2ccccc21)Nc1cccc(Cl)c1 (stereo not given)
→ ?	-8%	-5%	-32%	-2%	-25%	5%	12%	-13%	1%	5
Cc1ccc(NC(=O)CCNS(=O)(=O)c2cc(Br)cnc2N)c(Cl)c1
→ -14%	.	.	.	-5%	-1%	7%	-1%	0%	.	0
CCOc1ccc(CN2CCN(S(=O)(=O)c3ccc(NC(C)=O)cc3)CC2)cc1OC
→ -22%	-22%	-6%	5%	1%	2%	5%	0%	6%	4%	6
COc1cccc(-c2cc3nc4c(c(N5CCC6(CC5)OCCO6)n3n2)CCC4)c1
→ ?	-3%	0%	-17%	7%	-4%	0%	28%	1%	-9%	2
Cn1nccc1NC(=O)NC(=O)c1c(Cl)cccc1Cl
→ -8%	-3%	-7%	-8%	-11%	1%	?	-4%	?	-1%	-4
COC(OC)c1ccc(C#N)c(SCc2ccccc2)n1
→ 10%	3%	-5%	-18%	2%	-2%	?	27%	-6%	1%	-2
NC(=O)COC(=O)C12CC3CC(CC(O)(C3)C1)C2
→ 1%	-4%	-1%	-13%	0%	2%	-4%	-5%	2%	-3%	-5
CCOC(=O)Cn1c(=NC(=O)c2cccs2)sc2cc(C(=O)OC)ccc21
→ ?	1%[46.1 µM]	2%	3%	-3%	-1%	4%	10%	-10%	9%	23
Cn1ncc(Br)c1C(=O)O
→ 12%	2%	-2%	1%	0%	0%	20%	26%	-23%	4%	-6
COc1cccc(N(C(=O)c2snc(C(N)=O)c2N)C(C(=O)NCC2CCCO2)c2cccs2)c1 (stereo not given)
→ -2%	1%	0%	-6%	4%	1%	-2%	0%	15%	251%[activator]	-10
Cc1ccccc1CCN(C(=O)c1csnn1)C(C(=O)NC1CCCC1)c1ccncc1 (stereo not given)
→ -1%	6%	-6%	?	-8%	-2%	-1%	16%	?	3%	0
CC1CCc2sc(C(=O)N/N=C/C3CCCCC3)cc2C1 (stereo not given)
→ 14%	8%[46.1 µM]	-3%	12%	-4%	0%	-9%	0%	0%	-3%	-6
Cc1ccc2oc(=O)c3cnn(CC(=O)N4CCc5ccccc5C4)c3c2c1
→ -4%	-27%	2%	0%	5%	4%	28%	7%	-19%	-11%	2
CC1=C(/C=C/C(=O)O)C(C)(C)CCC1
→ 2%	.	-2%	14%	0%	0%	-17%	8%	5%	3%	6
CCOC(=O)c1sc(NC(=O)CSc2nc(C)cc(C)n2)c(C#N)c1C
→ -13%	3%	0%	29%[7.66 µM]	-2%	-2%	-7%	1%	5%	2%	-12
Cc1ccc(S(=O)(=O)N2CCN(Cc3cccc(C)c3O)CC2)cc1
→ 0%	-2%[46.1 µM]	-3%	-5%	2%	0%	1%	-5%	1%	-1%	15
O=c1[nH]c2ccc(N=Cc3c(O)ccc4cc(Br)ccc34)cc2[nH]1
→ -1%	5%[46.1 µM]	?	?	-9%	2%	4%	3%	6%	6%	8
CCOC(=O)C1CCN(c2c(N3CCN(Cc4ccccc4)CC3)c(=O)c2=O)CC1
→ 8%	-3%	0%	-2%	20%	1%	-1%	0%	7%	-2%	-1
Cc1ccc(S(=O)(=O)NC(C(=O)Oc2ccc3c(C(F)(F)F)cc(=O)oc3c2)c2ccccc2)cc1 (stereo not given)
→ -12%	-2%	-10%	-2%	6%	6%	2%	0%	9%	.	-17
C=CCNC(=O)NC(=O)COC(=O)c1nc2nccc(C)n2n1
→ 5%	5%	-6%	4%	12%	9%	-5%	-1%	4%	5%	4
CN(Cc1cnccn1)C(=O)CC1C(=O)NCCN1Cc1ccc(F)cc1Cl (stereo not given)
→ -7%	3%	1%	-7%	-5%	1%	2%	3%	-8%	35%[activator]	6
COc1ccccc1NC(=O)c1cc2c(s1)-c1ccccc1S(=O)(=O)C2
→ -23%	1%	-3%	20%	0%	3%	-2%	11%	-10%	6%	-2
O=C(Nc1nnc(CCS(=O)(=O)c2ccc3ccccc3c2)s1)c1ccc([N+](=O)[O-])cc1
→ 11%	-1%[46.1 µM]	-1%	14%	-1%	1%	1%	-6%	-2%	-1%	1
COc1ccc(-c2[nH]ncc2CN2C[C@@H]3CCC[C@H]2C3)c(F)c1
→ 7%	9%	-1%	-24%	3%	1%	6%	1%	2%	1%	-6
N#CC(C(=O)c1ccccc1Cl)=C1SCCCS1
→ -10%	-5%	1%	-17%	-1%	-1%	5%	2%	?	1%	1
CCN(C(=O)CSc1nnc(-c2ccc(C)cc2)n1N)c1c(N)n(Cc2ccccc2)c(=O)[nH]c1=O
→ 12%	-1%	-1%	19%	-1%	0%	-14%	-8%	2%	1%	8
CCOC(=O)C1CCN(CC(=O)Nc2cc(C)nn2-c2nc3ccccc3s2)CC1
→ .	-2%	-11%	26%	.	.	.	-5%	.	2%	.
COCCSc1ccccc1C(=O)Nc1ccc2c(c1)OCCO2
→ 24%	0%	2%	17%	-4%	0%	-16%	2%	0%	-1%	-8
COc1ccc(N=C2SC(C(=O)O)CC(=O)N2C)cc1 (stereo not given)
→ 4%	-16%	-7%	-4%	16%	4%	6%	2%	2%	3%	7
O=C(CN1C(=O)CCS(=O)(=O)c2ccccc21)Nc1ccccc1F
→ 20%	0%	-1%	8%	-1%	0%	8%	3%	-7%	0%	1
CC(Nc1cccc(F)c1)C(=O)Nc1ccc(S(N)(=O)=O)cc1 (stereo not given)
→ 7%	2%	0%	-4%	3%	-25%	3%	0%	-5%	-2%	5
NC(N)=N/N=C/c1ccc(Cl)c([N+](=O)[O-])c1
→ -30%	3%	-1%	-70%[inhibitor]	-1%	-10%	13%	17%	-10%	-12%	3
